Bioassay records deposited in PubChem by several laboratories.
Tat transport – E. coli Tat export inhibitors, primary screen, MC4100, TorA-mCherry reporter, fluorescence, single point | inhibition, % at 10 µM | 0.036% of 340,000 active;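 active = mean replicate inhibition at least 50% and at least half of replicates individually reaching 50%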;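 note: exported cargo escapes ClpAP degradation while cytoplasmic cargo is degraded and loses fluorescence; 0% = median of neutral control wells and 100% = median of NaSCN control wells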
PKA-R1A act – activators of PKA-R1A holoenzyme, primary screen, biochemical, fluorescence polarization, Cy5-IP20, bovine R1A, mouse PKAc. AID 504707, 2011. PKA-R1A dissociation; scaled: DMSO 0%, 113 µM cGMP 100%. cAMP-dependent protein kinase type I-alpha regulatory subunit (Bos taurus) + …. 0.083% of 340,000 active. activation, % at 11.4 µM;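 active = percent activation above the mean of all tested compounds plus 3 SD, cut at about 19% in these data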;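 note: higher means more PKAc released from R1A so a rise in polarization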
PfHsp90 set2 – growth inhibition of PfHsp90-expressing yeast, primary screen, antimalarial PfHsp90 inhibitor project, S. cerevisiae, BacTiter-Glo luminescence, single point, set 2; BacTiter-Glo ATP, 48 h; yeast lacking PDR1 and PDR3 efflux regulators; AID 504621, 2011; 0.32% of 310,000 active; inhibition, % at 9.4 µM;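 active = every replicate shows inhibition above about 80%, whatever the replicate mean, limit read from the data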;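 note: 0% = DMSO neutral controls and 100% = 20 µM radicicol positive controls; yeast relying on Plasmodium falciparum Hsp90 in place of its own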
phage Ecoli inh – growth loss of phage-infected E. coli, primary screen, RecBCD inhibitor project, absorbance, with phage, HTS | inhibition, % at 11.9 µM | 0.26% of 360,000 active; in the data active = inhibition above about 11%
MOR-DOR inv ag – inverse agonists of MOR-DOR heterodimerization, primary screen, cell-based, luminescence | Mu-type opioid receptor (Homo sapiens) + Delta-type opioid receptor (Homo sapiens), … | cell-based MOR-DOR heterodimer luminescence, inverse agonism | inhibition, % at 9.3 µM | 0.21% of 340,000 active | AID 504357, 2011; in the data active = inhibition above about 22%, passing the limit was not always enough;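 note: 0% = cells with DMSO and 100% = wells without cells with DMSO; values of inactives mirror those of a sister screen read the other way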
Ecoli viability – E. coli V3065 growth inhibition, primary screen, counter-screen for AddAB inhibitor project, absorbance, OD600; 18 h; inhibition, % at 11.9 µM; 0.27% of 330,000 active; AID 449728, 2010;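 active = inhibition above the campaign's mean inhibition across all tested compounds plus 3 SD, cut at about 9.9% in these data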;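 note: uninfected addAB+ strain grown without phage in ampicillin broth; 0% = DMSO wells and 100% = ciprofloxacin 0.95 µg/ml wells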
Mot1-301 SUMO – yeast Mot1-301 growth rescue at high temperature, primary screen, SUMOylation pathway inhibitor project, S. cerevisiae, ATP luminescence, 38.5C; 1% of 320,000 active; growth rescue, % at 18.8 µM; S. cerevisiae Mot1-301 growth rescue; percent above DMSO median, 100 means doubled; AID 2716, 2010;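 active = every valid replicate shows activation above 250% relative to neutral control wells; inactive = the rest, any valid replicate at or below 250%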;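 note: OY570 slx delta 5 strain wells were the positive control but not used for scaling; some compounds called inactive have numbers as strong as hits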
HTR5A inv ag – HTR5A inverse agonists in luminescence cell assay, primary screen, counter-screen for OPRM1-OPRD1 heterodimer inverse agonist project, full-deck HTS; 5-hydroxytryptamine receptor 5A (Homo sapiens), P47898; HTR5A cell line, inverse agonism; inhibition, % at 9.3 µM; 0.083% of 340,000 active; AID 504634, 2011; in the data active = inhibition mostly above about 23%, no sharp cut-off; inactive = mostly below about 18%;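 note: 0% = cells with DMSO and 100% = no-cell wells with DMSO; some compounds called inactive have numbers as strong as hits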
Target sequence (P47898 whole entry, looked up): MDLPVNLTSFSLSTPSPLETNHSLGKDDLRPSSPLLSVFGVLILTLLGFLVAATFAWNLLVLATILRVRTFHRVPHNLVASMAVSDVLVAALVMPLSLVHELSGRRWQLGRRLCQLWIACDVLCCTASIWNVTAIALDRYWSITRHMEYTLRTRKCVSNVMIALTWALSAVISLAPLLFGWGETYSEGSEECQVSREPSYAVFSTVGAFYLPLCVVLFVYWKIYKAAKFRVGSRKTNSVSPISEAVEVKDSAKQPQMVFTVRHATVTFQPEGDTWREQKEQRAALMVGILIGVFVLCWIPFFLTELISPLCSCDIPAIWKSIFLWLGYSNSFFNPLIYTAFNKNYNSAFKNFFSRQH
PKA-R2B act – activators of PKA-R2B holoenzyme, primary screen, biochemical, fluorescence polarization, Cy5-IP20, human; 0.079% of 340,000 active; activation, % at 11.4 µM; cAMP-dependent protein kinase catalytic subunit beta (Homo sapiens) + cAMP-dependent …; PKA-R2B holoenzyme dissociation; R2B truncated from residue 108, S112A mutant; 0% DMSO only, 100% 113 µM cGMP;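 active = activation above a cutoff set at the mean over all compounds plus 3 SD, cut at about 18% in these data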;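 note: higher means more holoenzyme dissociation and a rise in polarization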
Target sequence (P31323 whole entry, looked up, other chains not shown, the tested form may be a part): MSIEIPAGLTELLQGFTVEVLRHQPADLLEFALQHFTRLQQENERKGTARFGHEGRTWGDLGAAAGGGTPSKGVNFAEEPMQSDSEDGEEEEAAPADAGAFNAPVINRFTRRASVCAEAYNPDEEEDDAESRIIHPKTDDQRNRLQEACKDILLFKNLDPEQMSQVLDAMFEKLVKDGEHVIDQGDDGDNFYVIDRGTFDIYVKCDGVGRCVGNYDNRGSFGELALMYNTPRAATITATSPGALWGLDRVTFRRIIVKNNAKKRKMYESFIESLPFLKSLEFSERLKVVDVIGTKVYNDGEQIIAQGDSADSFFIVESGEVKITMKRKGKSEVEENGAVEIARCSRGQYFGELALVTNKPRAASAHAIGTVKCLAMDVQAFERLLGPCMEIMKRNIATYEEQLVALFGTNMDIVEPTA
MOR-DOR ag – agonists of OPRM1-OPRD1 heterodimerization, primary screen, cell-based, luminescence; AID 504326, 2011; 0.3% of 340,000 active; cells; Mu-type opioid receptor (Homo sapiens) + Delta-type opioid receptor (Homo sapiens), …; activation, % at 9.3 µM; in the data active = activation above about 18%;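 note: 0% = vehicle-treated cells and 100% = reference agonist; values of inactives mirror those of a sister screen read the other way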
AddAB inh – growth inhibition of E. coli expressing H. pylori AddAB, primary screen, AddAB inhibitor project, absorbance | inhibition, % at 11.9 µM | 0.29% of 330,000 active | AID 435030, 2010; in the data active = inhibition above about 12%;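 note: 0% = vehicle wells of infected cells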
* hit, by the source's call; / = no result given.

SMILES	Tat transport	PKA-R1A act	PfHsp90 set2	phage Ecoli inh	MOR-DOR inv ag	Ecoli viability	Mot1-301 SUMO	HTR5A inv ag	PKA-R2B act	MOR-DOR ag	AddAB inh
CCOC(=O)c1ccc(NC(=O)C2(c3ccc(OC)cc3)CCCC2)cc1	14	-10	5	-1.0	-1	0.6	7	-6	0	0.2	2.4
CC(C)CCN1NC2(CCCC(C)C2)NC1=S (stereo not given)	-9	/	3	3.7	/	-2.1	69	/	/	/	0.2
O=C(CNC(=O)OCc1ccccc1)NC1CCCCCC1	5	-10	14	4.5	1	-3.3	-19	9	1	-0.3	-0.8
CC(C)Cn1c(-c2ccc(Cl)cc2)cnc1SCC(=O)N1CCOCC1	21	-5	-28	2.3	5	-2.0	306*	-6	2	-0.9	2.3
CS(=O)(=O)N(CC(=O)N1CCc2ccccc2C1)c1cccc(Br)c1	7	0	-16	3.8	10	-2.0	-7	2	-6	-1.9	2.3
c1ccc(CC2CCN(c3ncnc4sccc34)CC2)cc1	14	-12	-23	2.2	-29	/	/	-1	-2	6.2	/
NC(=O)C1CCN(c2nc(-c3ccc4occc(=O)c4c3)cs2)CC1	-1	6	/	-0.5	20	1.5	-2	-20	-7	-3.7	2.1
CCCc1[nH]nc2c1C(c1cccnc1)C(C#N)=C(N)O2 (stereo not given)	-13	-8	-14	0.7	6	3.4	-17	-2	3	-1.0	3.5
Cc1ccc(OCC(=O)Nc2ccc(O)c(-c3nc4ccccc4o3)c2)cc1	-5	-3	-34	-0.5	-47	1.4	-4	1	-3	10	3.4
CCCNC(=O)Nc1ccc2c(c1)nc(C)n2C	-1	9	0	1.1	1	0.7	14	14	-3	-0.1	0.1
O=C(CCc1ccccc1)NC(=S)Nc1cccc(Br)c1	6	-5	1	1.3	-70	-1.5	60	-8	-8	13	-2.8
O=C(NCC1COc2ccccc2O1)c1cccc(S(=O)(=O)N2CCOCC2)c1 (stereo not given)	5	0	26	3.5	4	1.2	-4	6	-2	-0.8	2.5
CC(C)CC1NC(=O)N(CC(=O)N2CCN(S(=O)(=O)c3ccccc3)CC2)C1=O (stereo not given)	-11	-6	9	2.9	16	1.9	2	25	-2	-2.8	1.9
O=C(O)[C@H](Cc1ccccc1)NC(=O)N1CCCCCC1	-5	14	5	0.9	9	-0.2	0	-1	-1	-1.9	-0.6
CCCn1c(SCc2nc(-c3cccs3)no2)nnc1-c1ccncc1	5	-4	/	1.7	4	-4.0	8	8	-8	-0.8	1.6
CC(=O)Nc1nc(=O)c2ccccc2s1	-2	-7	-11	0.8	24	0.9	-5	8	3	-4.2	0.3
CCC(=O)Nc1c(S(=O)(=O)c2ccccc2)c2nc3ccccc3nc2n1C(C)c1ccccc1 (stereo not given)	-12	-9	0	3.5	6	1.6	-14	21	-10	-0.9	3.3
CC(C)c1ccccc1OCCNC(=O)c1cccnc1	4	-15	3	-0.3	15	-0.2	-11	-8	-3	-3.0	2.5
COCCn1c(=S)[nH]c2cc(C(=O)NC(C)C)ccc2c1=O	-5	-8	3	2.1	18	1.1	432	-11	-7	-3.6	-1.8
O=C(CSc1nnnn1C1CC1)N1CCN(c2ccccc2F)CC1	6	-2	-1	4.0	9	-1.2	10	19	-7	-2.4	2.0
CN(c1ccccc1)S(=O)(=O)c1ccc(Cl)c(C(=O)NCCc2c[nH]c3ccccc23)c1	-1	-5	10	3.6	-4	-1.6	-9	-16	-1	0.8	-0.2
COC(=O)c1ccccc1NC(=O)C1CCN(S(=O)(=O)c2cc(C)ccc2OC)CC1	-2	-6	0	0.9	11	-0.5	9	-19	-2	-2.5	1.9
CCCC(C(=O)NCC1CCCO1)N(Cc1ccccc1)C(=O)CNS(=O)(=O)c1ccccc1 (stereo not given)	31	4	-16	2.2	9	0.8	-20	8	-5	-1.4	3.3
O=C(OCC(=O)c1ccc[nH]1)c1ccc2ccccc2n1	11	-3	3	1.6	17	-1.4	140	12	-16	-3.2	-1.0
CCOC(=O)CN1C(=O)N[C@@H](CCc2ccccc2)[C@H](C(C)=O)[C@H]1C	-3	1	2	0.2	10	-1.5	317	-30	2	-1.9	0.4

(further entries)
SMILES	Tat transport	PKA-R1A act	PfHsp90 set2	phage Ecoli inh	MOR-DOR inv ag	Ecoli viability	Mot1-301 SUMO	HTR5A inv ag	PKA-R2B act	MOR-DOR ag	AddAB inh
CC(O)[C@H]1CN=C(N)N1CCCCC1CCCCC1 (stereo not given in full)	-40	3	11	1.7	3	-1.2	-6	6	3	-0.5	2.1
CC12CCC(=O)N1C(C(=O)NCCN1C(=O)S/C(=C\c3ccc(OC(F)F)cc3)C1=O)CS2 (stereo not given)	-11	3	2	0.5	-5	-0.3	-11	16	0	0.8	2.1
O=C1COc2ccc(C(=O)CSc3nnc(NCc4ccccc4)s3)cc2N1	-3	0	-13	1.2	10	1.5	100	-27	-1	-1.9	1.7
O=C(O)CCc1nc2cc3ccccc3cc2[nH]1	-1	-10	24	4.2	6	-1.7	-16	-5	1	-1.2	2.4
N#CCCN(C(=O)COC(=O)c1ccc(S(=O)(=O)N2CCCCCC2)cc1)c1ccccc1	10	-8	-1	1.0	18	1.1	12	9	3	-3.2	2.6
COCCn1c(SCC(=O)Nc2nnc(C)s2)nnc1-c1cc2ccccc2cc1O	1	-7	-8	2.3	13	1.3	17	-1	-3	-2.6	3.9
Cn1c(=O)[nH]c(=O)c2c1nc(CN1CCOCC1)n2CCCc1ccccc1	1	-5	-2	2.2	1	-0.7	1	6	-11	-0.2	-3.4
COC(=O)c1ccccc1N1CCS(=O)(=O)CC1	-1	-8	15	2.9	7	0.0	-10	11	-5	-1.3	0.2
CC(Sc1nc2c(c(=O)[nH]1)CCCC2)C(=O)Nc1ccc(S(N)(=O)=O)cc1 (stereo not given)	-8	-5	-7	-0.2	0	-1.5	3	-13	-1	0.0	-0.3
O=C(O)CCC(=O)Nc1ccc(N2CCCCCC2)cc1	-8	-11	/	0.6	-12	-3.8	-9	4	4	2.4	2.6
Cc1cc(C)cc(NC(=O)Nn2cnnc2)c1	0	2	22	2.1	15	/	-3	-37	-5	-2.9	/
COCCN(C(=O)COC(=O)CCc1nc2ccccc2s1)c1c(N)n(Cc2ccccc2)c(=O)[nH]c1=O	-6	-6	12	0.6	5	1.8	9	-2	4	-1.3	1.7
O=C1C=C(c2ccc3ncccc3c2)C[C@@H](c2ccc(F)cc2)C1	20	-22	-43	/	-8	-2.8	-3	-1	-4	1.4	2.1
C/C(=N\NC(=O)c1ccc(NS(=O)(=O)c2cccs2)cc1)c1ccc(Cl)cc1	7	5	8	1.3	21	-1.6	578	-3	-7	-3.5	1.9
CCc1nnc(NC(=O)c2cccc(S(=O)(=O)N3CCN(C(C)=O)CC3)c2)s1	-7	-6	-5	1.1	3	-1.2	-11	1	-1	-0.8	-0.2
COc1ccc(C(=O)Nc2cc(OC)c(Cl)cc2OC)cc1	-14	5	6	1.7	16	0.2	6	10	3	-3.1	1.5
CCOC(=O)C(NC(=O)Nc1ccc(F)cc1)(OCC)C(F)(F)F (stereo not given)	-7	-8	9	1.3	2	-2.2	0	7	-14	-0.5	2.4
CCCOCc1ccc(O)c2ncccc12	-1	-6	-8	-1.5	4	-7.8	-9	13	-7	-0.8	-2.4
O=C(NCC(c1ccco1)N1CCc2ccccc2C1)c1ccc(Br)cc1 (stereo not given)	3	3	4	2.3	-8	-0.1	-9	-3	-15	1.5	0.9
O=C(COc1ncnc2sccc12)N1CCc2ccccc2C1	-4	1	-11	2.0	3	-3.3	-1	1	0	-0.5	2.1
CCc1nnc(NC(=O)CSc2nc3cc4c(cc3cc2CC)OCCO4)s1	1	0	15	1.7	6	-1.4	-25	14	2	-1.0	-1.3
COc1ccc(NC(=O)CSc2nc3c([nH]c4ccccc43)c(=O)n2C)c(OC)c1	-3	17	-7	2.9	4	-2.1	-1	-6	5	-0.6	3.9
COC(=O)Nc1ncc(CN2CCc3ccccc3C2)s1	6	5	8	-0.2	12	-0.9	-16	-16	1	-2.0	0.2
COc1ccc(OCC(=O)NC(=S)N2CCCc3ccccc32)cc1	-11	0	-8	2.2	1	-0.7	90	5	-9	-0.2	2.0
O=C(NCC(=O)N(Cc1cccs1)C(C(=O)NC1CCCCC1)c1cccnc1)c1ccco1 (stereo not given)	4	3	25	-0.3	6	-3.1	0	-13	-1	-1.2	1.1
CCOC(=O)c1c(N)nn(C(=O)CC)c1-c1ccccc1	-2	-11	/	-0.6	6	-1.4	9	7	-2	-1.0	0.8
CCCOC(=O)C1C2C=CC3(CN(c4cccc(Cl)c4)C(=O)C13)O2 (stereo not given)	-6	4	/	0.5	11	1.6	-2	-7	-3	-2.1	6.7
O=C(Nc1cccnc1Cl)C1c2ccccc2Oc2ccccc21	-1	-1	16	2.1	18	-0.2	-3	9	-4	-3.3	-0.8
CN(C)C(=O)CSc1n[nH]c(=O)[nH]c1=O	-8	5	-6	4.3	-2	-1.6	/	14	7	0.2	0.6

Mot1-301 SUMO, hit marks shown above
compound | Tat transport | PKA-R1A act | phage Ecoli inh | MOR-DOR inv ag | Mot1-301 SUMO | PKA-R2B act | MOR-DOR ag
CC(C)Cn1c(-c2ccc(Cl)cc2)cnc1SCC(=O)N1CCOCC1 | 21 | -5 | 2.3 | 5 | 306* | 2 | -0.9

2 records picked at random from the list so far:
SMILES	Tat transport	PKA-R1A act	PfHsp90 set2	phage Ecoli inh	MOR-DOR inv ag	Ecoli viability	Mot1-301 SUMO	HTR5A inv ag	PKA-R2B act	MOR-DOR ag	AddAB inh
O=C(O)CCC(=O)Nc1ccc(N2CCCCCC2)cc1	-8	-11	/	0.6	-12	-3.8	-9	4	4	2.4	2.6
CCc1nnc(NC(=O)CSc2nc3cc4c(cc3cc2CC)OCCO4)s1	1	0	15	1.7	6	-1.4	-25	14	2	-1.0	-1.3

Record cards (already shown):
CCOC(=O)C(NC(=O)Nc1ccc(F)cc1)(OCC)C(F)(F)F (stereo not given) is listed with Tat transport = -7; PKA-R1A act = -8; PfHsp90 set2 = 9; phage Ecoli inh = 1.3; MOR-DOR inv ag = 2; Ecoli viability = -2.2; Mot1-301 SUMO = 0; HTR5A inv ag = 7; PKA-R2B act = -14; MOR-DOR ag = -0.5; AddAB inh = 2.4
CC(C)Cn1c(-c2ccc(Cl)cc2)cnc1SCC(=O)N1CCOCC1 is listed with Tat transport = 21; PKA-R1A act = -5; PfHsp90 set2 = -28; phage Ecoli inh = 2.3; MOR-DOR inv ag = 5; Ecoli viability = -2.0; Mot1-301 SUMO = 306*; HTR5A inv ag = -6; PKA-R2B act = 2; MOR-DOR ag = -0.9; AddAB inh = 2.3
